Bioassay records from PubChem BioAssay.
hcDAF12 agonist: H. contortus DAF-12 nuclear receptor activators, primary screen, cell-based, luminescence, HEK293, lit1-tk-luc reporter; activation, % at 6.8 µM; HEK293 hcDAF-12 lit1-tk-luc reporter; 0% DMSO, 100% Δ7-dafachronic acid; actives 1.4% (n = 370,000); AID 652067, 2013;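 active = activation above the mean of all tested compounds plus 3 SD, cut at about 5.5% in these data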;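 note: 100% = response to 3 µM Δ7-dafachronic acid high control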
DAX1 inh-1: DAX1 (NR0B1) inhibitors on StAR promoter, primary screen, cell-based, luminescence, SF-1 (NR5A1), full-length DAX-1 | AID 652010, 2013 | inhibition, % at 6.8 µM | actives 1.1% (n = 370,000) | HEK293T StAR-luciferase reporter, SF-1/DAX-1 repression relief;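 active = inhibition above the mean over all tested compounds plus 3 SD, cut at about 3.6% in these data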;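 note: 0% = DAX-1 cells with DMSO and 100% = cells lacking DAX-1 with DMSO; higher inhibition means more luminescence from relief of DAX-1 repression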
DAX1 inh-2: DAX1 (NR0B1) inhibitors, primary screen, cell-based, HEK293, Gal4-DAX1, luciferase luminescence; HEK293 Gal4-DAX1 luciferase reporter; Nuclear receptor subfamily 0 group B member 1 (Homo sapiens), P51843; actives 0.99% (n = 340,000); AID 504766, 2011; inhibition, % at 6.75 µM;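 active = inhibition above the mean over all tested compounds plus 3 SD, cut at about 4.2% in these data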;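 note: 0% = DAX1-transfected cells with DMSO and 100% = empty-vector control cells with DMSO; inhibition shows as a rise in luminescence from relieved DAX1 repression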
GC-A act: GC-A stimulated cGMP production enhancers – HEK293 GC-A cells, cGMP TR-FRET, EC30 ANP, primary screen; Atrial natriuretic peptide receptor 1 (Homo sapiens), P16066; 0% at EC30 ANP, 100% saturating ANP; activation, % at 10 µM; actives 0.14% (n = 370,000); in the data active = activation above about 40%
hgDAF12 agonist: H. glycines DAF-12 receptor agonists, primary screen, cell-based, luminescence, HEK293, GAL4 fusion, UAS-luciferase | Nuclear hormone receptor DAF-12 (Heterodera glycines), GAL4 fusion | HEK293 GAL4-hgDAF12 UAS-luciferase reporter, agonist luminescence; normalized to butyrate control | activation, % at 6.8 µM | actives 1.8% (n = 370,000);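 active = activation above a cutoff set at the mean of all screened compounds plus 3 SD, cut at about 10% in these data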;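 note: 0% = DMSO wells and 100% = sodium butyrate wells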
SMARCA2 act: SMARCA2 (BRM) function activators, primary screen, cell-based, luminescence, high throughput; actives 1% (n = 370,000); AID 652017, 2013; activation, % at 9.1 µM; MG213 cells, MMTV-luciferase reporter, dexamethasone, overnight; in the data active = activation above about 7.8%;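 note: 0% = vehicle wells and 100% = reference activator wells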
ssDAF12 agonist: S. stercoralis DAF-12 nuclear receptor activators, primary screen, cell-based, luminescence, HEK293, GRIP1 co-expression, lit1-tk-luc; HEK293 ssDAF-12/GRIP1 lit1-tk-luc reporter; % of 3 µM dafachronic acid response; activation, % at 6.8 µM; Nuclear hormone receptor DAF-12 (Strongyloides stercoralis); actives 1% (n = 370,000);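 active = activation above the mean over all tested compounds plus 3 SD, cut at about 0.9% in these data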;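 note: 0% = DMSO-only wells and 100% = 3 µM delta7-dafachronic acid wells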
ADAM10 inh: human ADAM10 inhibitors, primary screen, biochemical, QFRET, HTS | Disintegrin and metalloproteinase domain-containing protein 10 (Homo sapiens), O14672 | recombinant ADAM10, EDANS/DABCYL FRET peptide cleavage, 3 h | inhibition, % at 7 µM | actives 0.62% (n = 370,000) | AID 720582, 2013;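 active = inhibition above a per-campaign cutoff equal to the mean of compounds falling between control-based bounds plus 3 SD, cut at about 20% in these data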;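 note: 0% = DMSO wells while the 100% control is not disclosed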
GC-B act: human GC-B receptor activators, primary screen, HEK293 GC-B cells, cGMP TR-FRET, EC30 CNP; Atrial natriuretic peptide receptor 2 (Homo sapiens), P20594; 0% at EC30 CNP, 100% saturating CNP; activation, % at 10 µM; actives 0.11% (n = 370,000);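 active = activation at 10 µM reaching about 35% in either raw or pattern-adjusted values, limit read from the data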
Target sequence (P20594 whole entry, looked up): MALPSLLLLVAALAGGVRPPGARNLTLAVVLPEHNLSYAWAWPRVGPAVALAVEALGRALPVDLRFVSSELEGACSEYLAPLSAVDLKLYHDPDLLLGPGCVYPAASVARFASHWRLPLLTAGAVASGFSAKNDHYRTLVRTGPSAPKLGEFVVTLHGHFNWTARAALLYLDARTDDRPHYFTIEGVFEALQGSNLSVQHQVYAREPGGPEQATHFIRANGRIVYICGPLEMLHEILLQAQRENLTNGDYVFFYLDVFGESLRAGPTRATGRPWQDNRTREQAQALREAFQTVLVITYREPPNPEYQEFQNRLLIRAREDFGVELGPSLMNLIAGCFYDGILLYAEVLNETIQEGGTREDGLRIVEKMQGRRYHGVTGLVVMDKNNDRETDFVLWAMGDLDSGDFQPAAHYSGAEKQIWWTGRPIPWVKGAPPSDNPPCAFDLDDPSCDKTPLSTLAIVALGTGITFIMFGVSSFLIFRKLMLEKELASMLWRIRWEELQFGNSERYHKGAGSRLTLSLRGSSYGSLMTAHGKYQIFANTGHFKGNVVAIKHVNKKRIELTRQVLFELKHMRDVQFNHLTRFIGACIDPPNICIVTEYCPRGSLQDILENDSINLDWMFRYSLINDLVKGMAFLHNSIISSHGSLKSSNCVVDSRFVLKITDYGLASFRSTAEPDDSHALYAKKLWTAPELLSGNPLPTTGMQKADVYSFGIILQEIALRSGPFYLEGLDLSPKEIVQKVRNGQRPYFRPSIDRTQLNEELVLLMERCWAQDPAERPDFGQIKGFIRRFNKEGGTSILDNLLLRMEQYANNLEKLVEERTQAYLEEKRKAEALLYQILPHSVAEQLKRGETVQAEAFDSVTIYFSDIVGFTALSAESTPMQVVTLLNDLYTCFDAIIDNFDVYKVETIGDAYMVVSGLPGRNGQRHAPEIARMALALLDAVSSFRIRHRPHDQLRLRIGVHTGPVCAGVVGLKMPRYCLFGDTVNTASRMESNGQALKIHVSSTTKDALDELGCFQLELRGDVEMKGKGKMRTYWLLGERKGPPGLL
sPLA2-III inh: human group III sPLA2 inhibitors, primary screen, biochemical, QFRET, BODIPY PC-A2 liposome substrate; Group 3 secretory phospholipase A2 (Homo sapiens), Q9NZ20; inhibition, % at 12.2 µM; actives 0.56% (n = 370,000); QFRET BODIPY PC-A2 liposome hydrolysis, fluorescence;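 active = inhibition above mean plus 3 SD of compounds lying within the high and low control bounds, cut at about 19% in these data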;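 note: 0% = median of test compound wells and 100% = no enzyme DMSO wells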
GAA850 FXN act: FXN promoter activators, primary screen, cell-based, luciferase luminescence, HEK293 lucGAA850; activation, % at 6 µM; actives 0.56% (n = 360,000); HEK293 lucGAA850 FXN promoter luciferase reporter, 24 h; percent of 10 µM SAHA response;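 active = activation above the average of all compounds screened plus 3 SD, cutoff fixed separately per campaign, cut at about 7.5% in these data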;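 note: 0% = DMSO wells and 100% = 10 µM SAHA wells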
Active calls of the source: *; nt = no result given. Not a hit list. Share with any hit: about 6.6%.

SMILES	hcDAF12 agonist	DAX1 inh-1	DAX1 inh-2	GC-A act	hgDAF12 agonist	SMARCA2 act	ssDAF12 agonist	ADAM10 inh	GC-B act	sPLA2-III inh	GAA850 FXN act
CC12CCCCN1CCCc1c2[nH]c2ccccc12 (stereo unspecified)	4.6	0.7	3.4	-3	1.3	-2	0.6	-9	-4	3	0.5
Cc1nnc(NC(=O)c2ccc(S(=O)(=O)N3CCCCC3)cc2)s1	-1.1	-0.3	1.2	1	-1.1	-1	-0.7	-5	-2	14	1.1
Cc1ccc(/C(O)=C2/C(=O)C(=O)N(Cc3cccnc3)C2c2ccccn2)cc1 (stereo unspecified)	-0.7	-0.6	1.8	0	0.9	0	-0.8	3	0	2	-0.7
CC1CCN(C(=O)c2nc[nH]c2C(=O)N2CCc3ccccc3C2)CC1	-1.2	-0.4	0.3	1	-0.1	0	-0.6	-3	5	1	1.1
O=C(c1ncc[nH]1)c1cccs1	0.2	0.1	1.3	-4	0.9	0	-0.9	6	-7	3	0.5
c1ccc(-c2noc(-c3cccnc3)n2)cc1	3.4	3.6*	0.1	8	8.7	7.9*	0.0	-1	2	-2	5.6
O=C(CCNS(=O)(=O)c1ccc(Br)s1)N1CCCCC1	-2.0	-0.9	-1.1	3	0.8	2	-0.8	10	-4	2	2.4
CC1CCCN(C(=O)COC(=O)c2ccc(=O)n(Cc3ccccc3)n2)C1 (stereo unspecified)	-0.4	1.1	0.6	-2	-0.1	-1	-1.2	-2	-5	-6	0.8
CCN(CC)C(=O)CCc1nnc(Cc2cccc(C(F)(F)F)c2)o1	2.4	0.9	1.5	1	13*	16*	0.9	-4	-3	6	5.3
CCOC(=O)C1CCCN(C(=O)Cc2ccc(Cl)cc2)C1 (stereo unspecified)	0.4	-1.0	-0.2	2	-0.2	0	-1.1	4	2	8	-2.0
CN1/C(=C\C(=O)c2cncc(Br)c2)C(C)(C)c2ccccc21	-4.3	-1.7	-2.4	-1	2.0	-2	-2.1	5	-7	7	0.9
CC(C)n1nc(C(=O)Oc2ccc(Cl)cc2)c2ccccc2c1=O	2.3	0.3	-2.3	3	-0.5	-3	-1.0	-10	-4	13	1.9
COc1nnc(-c2ccc(C)cc2)c2ccccc12	0.3	-1.1	-0.3	0	0.9	0	-1.0	-3	-1	-5	0.8
C=CC[C@H]1c2ccccc2[C@H]2N3N=Cc4ccccc4[C@H]3[C@H](CCCC)C(=O)N2N1C(=O)NCc1ccccc1	0.4	-0.7	nt	-2	-0.6	-2	-1.3	-5	-2	4	nt
CC(=O)Nc1c(-c2ccc3ccccc3c2)nc2ccccn12	7.6*	1.8	4.2*	1	9.1	7	1.9*	-303	-1	-4	4.8
O=C(COC(=O)c1ccccn1)Nc1c(Cl)cccc1Cl	-0.6	0.3	2.8	-1	0.2	-4	-0.9	-1	-3	5	0.1
COc1ccccc1CC1S/C(=N/N=C/c2ccco2)NC1=O (stereo unspecified)	-1.5	0.2	-0.3	3	-2.2	1	-0.9	-7	-7	0	1.2
CC(=O)N1CCN(S(=O)(=O)c2cccc(C(=O)N(Cc3ccccc3)c3ccc(C)cc3)c2)CC1	-1.7	-0.9	-0.6	0	-2.0	-2	-0.3	3	5	-11	-1.2
CCOC(=O)c1c(C)[nH]c(C)c1C(=O)Cn1nnc(-c2ccccc2C)n1	-2.2	-1.0	0.0	-2	0.1	0	-1.4	11	2	-34	1.7
COC(=O)C1=NN(C(C)=O)C2(CC(=O)N(c3cc(C)cc(C)c3)C2=O)C1 (stereo unspecified)	-2.3	0.8	-1.2	-1	-2.4	-2	-1.9	2	4	0	-0.9
COc1cc(COCC(O)CN2CCN(CCN3C(=O)c4cccc5cccc(c45)C3=O)CC2)cc(OC)c1OC (stereo unspecified)	-3.8	0.3	-1.0	8	0.1	1	-0.9	-27	4	0	-2.6
O=C1C2C3CCCC3=C3CCCC3C2C(=O)N1c1ccc(Cl)cc1 (stereo unspecified)	-1.5	1.0	0.5	0	-1.8	1	-1.2	-1	1	1	0.3
CCN(C(=O)CCc1nnc2ccc(NCc3ccco3)nn12)c1ccccc1	-0.2	0.2	-0.5	-10	6.6	-4	-0.8	4	-6	-9	2.4
Cc1nnc(SCC(=O)N2CCN(S(=O)(=O)c3ccc(Cl)cc3)CC2)n(N)c1=O	-2.0	0.6	2.2	-5	-2.5	1	-1.3	-6	-6	6	2.2
COc1ccc(-n2nc(C(=O)NCC(=O)N3CCCCC3)c3ccccc3c2=O)c(OC)c1	0.1	0.6	0.5	2	5.8	7	-0.8	2	1	-1	3.9

Some entries already given, showing only GC-B act and sPLA2-III inh:
Compound,GC-B act,sPLA2-III inh
CCN(C(=O)CCc1nnc2ccc(NCc3ccco3)nn12)c1ccccc1,-6,-9
Cc1nnc(SCC(=O)N2CCN(S(=O)(=O)c3ccc(Cl)cc3)CC2)n(N)c1=O,-6,6

Other records:
SMILES	hcDAF12 agonist	DAX1 inh-1	DAX1 inh-2	GC-A act	hgDAF12 agonist	SMARCA2 act	ssDAF12 agonist	ADAM10 inh	GC-B act	sPLA2-III inh	GAA850 FXN act
CC(=O)NCCc1ccc(S(=O)(=O)N2CCCC2)cc1	3.0	-0.6	1.5	-3	-0.4	-6	-0.7	-9	-4	-2	-3.0
O=c1c2c3c(sc2n(CCN2CCOCC2)c(=O)n1C1CCCCC1)CCCCC3	1.7	1.4	nt	-3	-0.4	2	-1.2	5	-2	2	nt
CSCCC(NC(=O)c1ccccc1)C(=O)NNC(=O)c1csc(N2CCOCC2)n1 (stereo unspecified)	-1.7	0.1	0.7	-6	-4.1	0	-0.8	-20	-4	8	-1.4
Cc1ccc(N2CCN(S(=O)(=O)N3CCOCC3)CC2)cc1C	-0.2	0.4	-0.2	-3	0.1	1	-0.2	1	2	4	-0.4
CCCC(C(=O)NC1CCCC1)N(C(=O)Cn1nnc(-c2ccc(C)o2)n1)c1cccc(O)c1 (stereo unspecified)	-1.4	0.6	-0.4	4	-1.5	3	-0.6	1	-7	-24	3.1
Nc1nc(SCCOc2ccccc2)n[nH]1	0.3	0.0	2.3	3	-0.3	0	-0.9	4	10	4	0.4
O=C(CSCC(=O)N1CCCCC1)Nc1nc(-c2ccccc2)c(-c2ccccc2)s1	-2.5	-0.7	-1.2	-10	-5.0	-5	-1.1	-10	-1	-10	-1.1
O=C(COC(=O)C12CC3CC(CC(Cl)(C3)C1)C2)Nc1ccccc1	-0.2	0.3	-0.2	1	-3.0	-1	-0.8	-4	7	-3	0.3
S=C(NCCc1ccccn1)Nc1ccc(Cl)cc1Cl	-1.4	-0.5	0.1	1	3.7	1	-0.4	-4	3	3	0.1
Cc1cn([C@H]2C[C@H](O)[C@@H](CNCc3ccc(C#CCCO)cc3)O2)c(=O)[nH]c1=O	-1.1	0.4	0.0	4	1.4	-3	-1.2	3	-2	-1	-1.4
O=C(CSc1nnc(CNC(=O)c2c(F)cccc2F)o1)Nc1ccc2c(c1)OCCO2	-1.0	-4.8	0.0	3	1.7	-1	-0.1	-10	1	-3	2.6
CC1(C)Cc2c(sc(NC(=O)c3ccc4ncsc4c3)c2C(N)=O)C(C)(C)N1	2.7	0.9	0.6	-4	5.0	8.5*	-2.1	-2	-1	0	5.9
N#Cc1cccc(Cn2ccc3ccc(-c4ccc5ccn(Cc6cccc(C#N)c6)c5c4)cc32)c1	-0.3	1.1	nt	-4	0.4	-1	-0.9	-19	2	-5	nt
COc1ccc(S(=O)(=O)NC2CCCCCC2)cc1C(N)=O	-1.2	-1.3	-0.6	5	0.9	4	-0.5	2	2	2	-1.1
COc1ccc(NC(=O)CSc2nc(=O)n(CCN3CCOCC3)c3c2CCC3)c(OC)c1	-1.2	0.6	0.9	2	2.7	0	-1.1	-4	-1	0	0.6
COCC(C)n1c(C)cc(C(=O)Cn2c(=O)oc3ccccc32)c1C (stereo unspecified)	-0.8	0.1	0.9	2	-0.6	2	-1.2	7	7	-2	2.1
Cc1ccc(/C=N/Nc2nc(N3CCOCC3)nc(N3CCOCC3)n2)o1	-1.1	1.4	0.5	-4	1.3	-6	-1.5	2	-2	-4	0.0
CN(C(=O)c1cccc(NC(=O)C2CCCN(C(=O)OC(C)(C)C)C2)c1)C1CCCC1 (stereo unspecified)	-2.8	-1.2	-2.5	0	-2.0	-2	-2.0	-2	-7	-5	1.0
CCOc1ccc(NC(=S)N2CCC(c3nc4ccccc4[nH]3)CC2)cc1	0.9	0.0	2.2	2	-3.7	-1	-1.1	-10	-6	11	0.5
COc1ccccc1N1CCN(C2CCCCC2NS(=O)(=O)c2ccccc2)CC1 (stereo unspecified)	-0.2	1.4	-0.3	4	-0.8	0	-1.1	1	1	6	-2.7
CN(C)c1ccc2c(c1[N+](=O)[O-])Cc1ccccc1-2	2.7	-2.6	2.5	3	5.4	3	-0.3	1	-1	8	4.7
COc1cccc(C2NC(=O)NC(C)=C2C(=O)OCC2CCCO2)c1 (stereo unspecified)	-1.8	2.0	0.1	-3	-4.5	-1	-2.2	-13	-6	2	-0.9
CCOC(=O)N1CCN(C(=O)C[C@H]2C[C@@]3(C(=O)OC)C(=C[C@H](C(C)(C)C)O[C@@H]3C)N(Cc3ccc(Cl)cc3Cl)C2=O)CC1	-2.0	-1.9	nt	-3	0.0	-4	-1.9	8	-7	-6	nt
O=C(c1ccc2ncsc2c1)N1CCN(c2cccc(C(F)(F)F)c2)CC1	-1.6	-4.7	-2.1	-1	6.2	0	-1.3	1	2	6	-3.4
CC1(C)Cc2c(cnn2-c2ccc(F)cc2)C(NC(=O)CCc2ccncc2)C1 (stereo unspecified)	0.8	0.4	0.8	-2	5.3	6	-0.7	-6	2	-2	2.1
CCCC(=O)C1=C(c2ccccc2)C(C#N)(C#N)C(C#N)=C1N	-0.5	1.1	1.1	5	-0.6	-2	-1.4	-141	2	-8	0.7
O=C(CSc1nnc(NC(=O)c2ccco2)s1)Nc1ccccc1Br	-1.4	-0.1	-0.1	-5	0.3	-2	-1.1	8	1	16	1.0

Structures listed so far marked active in hcDAF12 agonist.
SMILES	hcDAF12 agonist	DAX1 inh-1	DAX1 inh-2	GC-A act	SMARCA2 act	ssDAF12 agonist	ADAM10 inh	GC-B act	sPLA2-III inh	GAA850 FXN act
CC(=O)Nc1c(-c2ccc3ccccc3c2)nc2ccccn12	7.6*	1.8	4.2*	1	7	1.9*	-303	-1	-4	4.8
